Assay outcomes from PubChem BioAssay.
Nrf2 activator – qHTS of Nrf2 Activators; AREc32 ARE-luciferase reporter (MCF7-derived line), luminescence, 24 h; Potency, µM (top dose mostly 46.1 µM), for inactives: at the top dose activation, most hits filed as activators; 410,000 tested, 0.31% active; also: potency is read from the fitted curve at half-maximal effect; % of control where 0% means no effect; nearly all actives have a fitted effect of over 65% in size
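Luminescent ARE reporter assay in AREc32_Fluc cells: overnight plating at 37 deg C, 24 hr compound incubation, Steady-Glo added, 30 min RT before reading.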
Mm-Cpn inhibitor – Inhibitors of TCP-1 ring complex (TRiC) of Methanococcus maripaludis (MmCpn): qHTS | purified Mm-Cpn ATPase, ADP Transcreener TR-FRET | Potency, µM (highest dose often 76.9 µM), for inactives: at the highest dose activity, negative = inhibition, hits mostly inhibitors | 330,000 tested, 0.031% active | AID 504842, 2011; also: potency is read from the fitted curve at half-maximal effect; % is scaled to controls: 0 for no effect and ±100 for the full control effect; nearly all actives have a fitted effect of over 80% in size
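Reaction buffer contained 30 mM Tris pH 7.4, 100 mM KCl, 5 mM MgCl2 and 1 mM DTT. Mm-CPN (25 nM final) hydrolysed 10 uM ATP over 30 min at 37°C; ADP was read by HTRF.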
Nrf2 block – Nrf2 qHTS screen for inhibitors. A549 ARE-Fluc reporter, luciferase luminescence, 18-24 h. Potency, µM (highest dose often 46 µM), for inactives: at the top dose activity change, negative = inhibition, hits mostly inhibitors. 360,000 tested, 2.1% active; also: potency is read from the fitted curve at half-maximal effect; % is scaled to controls: 0 for no effect and ±100 for the full control effect; nearly all actives have a fitted effect of over 60% in size
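A549 ARE_Fluc cells (5000/well, 5% FBS OPTI-MEM) pre-incubated 2 h, then treated with compounds 18-24 h at 37C/5% CO2 in concentration-response. CellTiter-Fluor viability read first; BugLite luciferase luminescence after 15 min at room temperature gives Nrf2 activity.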
A549 viability – Nrf2 qHTS screen for inhibitors: counterscreen for cytotoxicity | A549 ARE-Fluc cells, CellTiter-Fluor viability, 18-24 h | AID 504648, 2011 | 390,000 tested, 0.16% active | Potency, µM (highest dose often 46 µM), for the others: at the top dose activity change, negative = cytotoxicity, actives largely listed as inhibitors; also: potency is read from the fitted curve at half-maximal effect; % is scaled to controls: 0 for no effect and ±100 for the full control effect
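Cytotoxicity counterscreen: CellTiter-Fluor fluorescence was measured in A549 ARE_Fluc cells after 18-24 h of compound exposure in a concentration series. The subsequent BugLite luminescent read reports ARE-luciferase activity.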
HepG2 tox – qHTS for Inhibitors of TGF-b: Cytotox Counterscreen | HepG2 CAGA-GFP viability, ATP luminescence, 18 h | Potency, µM (series often up to 46.1 µM), for inactives: at the highest dose activity change, negative = cytotoxicity, hits mostly cytotoxic | 410,000 tested, 0.76% active | AID 588856, 2011; also: potency is read from the fitted curve at half-maximal effect; some results filed as inactive show a strong effect at the top dose
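HepG2 CAGA-GFP cells (1000/well, DMEM with 1% FBS) received compound, then TGF-beta at 500 pg/mL final, and were incubated 18 hours at 37 degrees C. Viability was read by CellTiter-Glo luminescence. Media-only wells were set as complete cell-killing and DMSO as no toxicity.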
ATXN viability – Viability Counterscreen for Primary qHTS for Inhibitors of ATXN expression; S2 cells (HEK-293 line with an ATXN2-luciferase reporter) viability, CellTiter-Fluor protease fluorescence, 24 h; Potency, µM (series often up to 56.7 µM), most hits filed as cytotoxic; 400,000 tested, 0.49% active; AID 651635, 2014; also: potency is read from the fitted curve at half-maximal effect; nearly all actives have a fitted effect of over 40% in size
CCT modulator – High-Throughput Screening for Modulators of Cytosolic Chaperonin Activity; activity change, % (test concentration not listed), hits read low; purified chaperonin ATPase assay, HTRF ADP detection, 30 min; 360,000 tested, 0.3% active; in the data active = activity change below about -30%; also: % is scaled to controls: 0 for no effect and ±100 for the full control effect
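Enzyme 40 or 20 nM (batch-dependent) in Tris pH 7.4/KCl/MgCl2/DTT; cpd 76 uM single point; ATP 10 uM; 30 min 37 °C; Transcreener ADP HTRF detection, 30 min RT; ratio 665/615.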
Akt phos inh – HTS Assay for Inhibitors of Akt Phophorylation: Primary Screen; activity change, % for hits at 50 µM; 360,000 tested, 0.32% active; Neuro2A IGF-stimulated pAkt S473 HTRF, 20 min; hits give low values; in the data active = activity change below about -80%; inconclusive = mostly about -51% to -80%; also: % is scaled to controls: 0 for no effect and ±100 for the full control effect
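Neuro2A cells (4,500/well, DMEM with 0.5% FBS) were treated with compound at a single 50 µM final concentration, stimulated with 6 nM IGF for 20 min at 37 °C, and lysed. Phospho-Akt Ser473 was read by HTRF as 665/615 ratio ×10^4.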
TGFb SMAD3 inh – qHTS for Inhibitors of TGF-b. Potency, µM (series often up to 46.1 µM), for the others: at the top dose activity, negative = inhibition, hits mostly inhibitors. 410,000 tested, 1.2% active. HepG2 CAGA-GFP TGF-b/SMAD3 reporter, GFP fluorescence, 18 h; TGF-beta stimulated, 500 pg/mL final; also: potency is read from the fitted curve at half-maximal effect; % is scaled to controls: 0 for no effect and ±100 for the full control effect; nearly all actives have a fitted effect of over 65% in size
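HEPG2 CAGA-GFP cells (1000/well, DMEM with 1% FBS) were pre-incubated 2 h at 37 degrees C, given compound by pin tool, then stimulated with TGF-beta at 500 pg/mL final for 18 h before per-cell GFP fluorescence imaging.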
Active calls of the source: *. Unless noted, calls follow the shape of the dose curve; as a rule, active = well fitted curve in the direction sought with a large enough effect; inconclusive = small, poorly fitted or top-dose-only effect, or another doubt; inactive = no such curve, though single readings can be large; an effect the other way counts as inactive or inconclusive.

For O=C(NCC(=O)N(c1ccccc1F)C(C(=O)NC1CCCC1)c1cccnc1)c1ccco1 (stereo unspecified) the results were Nrf2 activator -1.7%, Mm-Cpn inhibitor 3.5%, Nrf2 block -4.6%, A549 viability 6.1%, HepG2 tox -15.2%, ATXN viability inactive, CCT modulator 3.7, Akt phos inh inactive and TGFb SMAD3 inh 0.2%.
COc1ccc(-c2cc(C(=O)NCCCn3ccnc3)no2)cc1OC was read as Nrf2 activator 0.2%, Mm-Cpn inhibitor -0.4%, Nrf2 block inconclusive, A549 viability -0.4%, HepG2 tox -0.9%, ATXN viability inactive, CCT modulator -1.0, Akt phos inh inactive and TGFb SMAD3 inh 3.3%.
For O=C(COc1ccc2cc(-c3ccccc3)c(=O)oc2c1)NCC1CCC(C(=O)O)CC1 (stereo unspecified) the results were Nrf2 activator -0.7%, Mm-Cpn inhibitor -3.2%, Nrf2 block -11.8%, A549 viability 2.3%, HepG2 tox 0.5%, ATXN viability inactive, CCT modulator -3.8, Akt phos inh inactive and TGFb SMAD3 inh inconclusive.
Screening O=C(CCc1ccccc1)NNC(=O)c1ccccc1F returned Nrf2 activator -1.0%, Mm-Cpn inhibitor 2.5%, Nrf2 block -18.5%, A549 viability 0.0%, HepG2 tox 0.8%, ATXN viability inactive, CCT modulator 0.8, Akt phos inh inactive and TGFb SMAD3 inh 0.4%.
Screening N#CC1=C(N)OC2=C(C(=O)CCC2)C1c1ccc2c(c1)OCO2 (stereo unspecified) returned Nrf2 activator 3.3%, Mm-Cpn inhibitor -1.3%, Nrf2 block -5.4%, A549 viability -6.3%, HepG2 tox -15.8%, ATXN viability inactive, CCT modulator 0.4, Akt phos inh inactive and TGFb SMAD3 inh -0.9%.
Screening CCc1nc2ccccc2c(=O)n1NC(=O)c1c(O)c2cccc3c2n(c1=O)CCC3 returned Nrf2 activator -0.1%, Nrf2 block inconclusive, A549 viability -12.4%, HepG2 tox 1.2%, ATXN viability inconclusive, CCT modulator -0.3, Akt phos inh inactive and TGFb SMAD3 inh -1.1%.
C[C@H](NC(=O)c1nc[nH]c1C(=O)NCc1ccc(CNC(=O)OC(C)(C)C)cc1)C(=O)OC(C)(C)C was read as Nrf2 activator 7.0%, Nrf2 block -6.4%, A549 viability 7.0%, HepG2 tox -0.3%, ATXN viability inconclusive, CCT modulator -0.5, Akt phos inh inactive and TGFb SMAD3 inh -10.5%.
OCCN1C2=NCCCN2c2ccccc21 was read as Nrf2 activator -0.1%, Mm-Cpn inhibitor -1.3%, Nrf2 block 1.7%, A549 viability -1.5%, HepG2 tox 5.4%, ATXN viability inactive, CCT modulator -0.1, Akt phos inh inactive and TGFb SMAD3 inh 3.4%.
CC1CC(C)CN(S(=O)(=O)c2cccc3cccnc23)C1 (stereo unspecified) was read as Nrf2 activator -0.6%, Mm-Cpn inhibitor 0.1%, Nrf2 block -7.2%, A549 viability -6.7%, HepG2 tox -15.8%, ATXN viability inactive, CCT modulator -1.6, Akt phos inh inactive and TGFb SMAD3 inh -11.0%.
CC(=O)Nc1nnc(SCc2cc(=O)c3cccc(C)c3[nH]2)s1 was read as Nrf2 activator 2.6%, A549 viability 8.4%, HepG2 tox 8.2%, ATXN viability inactive and TGFb SMAD3 inh 14.6%.
Screening Cc1noc(NC(=O)c2cccc(Cl)c2Cl)c1C#N returned Nrf2 activator 0.6%, Mm-Cpn inhibitor -9.5%, Nrf2 block -13.3%, A549 viability -3.8%, HepG2 tox -2.7%, ATXN viability inactive, CCT modulator 0.1, Akt phos inh inactive and TGFb SMAD3 inh -8.2%.
COc1ccccc1S(=O)(=O)Cc1ccc(C(=O)N2CCOCC2)o1 was read as Nrf2 activator -0.7%, Mm-Cpn inhibitor 0.7%, Nrf2 block -5.6%, A549 viability -5.5%, HepG2 tox 14.1%, ATXN viability inactive, CCT modulator -1.9, Akt phos inh inactive and TGFb SMAD3 inh -0.1%.

At a glance, some entries already given.
For O=C(COc1ccc2cc(-c3ccccc3)c(=O)oc2c1)NCC1CCC(C(=O)O)CC1 (stereo unspecified) the results were Nrf2 activator -0.7%, Mm-Cpn inhibitor -3.2%, Nrf2 block -11.8%, A549 viability 2.3%, HepG2 tox 0.5%, ATXN viability inactive, CCT modulator -3.8, Akt phos inh inactive and TGFb SMAD3 inh inconclusive.
Screening O=C(CCc1ccccc1)NNC(=O)c1ccccc1F returned Nrf2 activator -1.0%, Mm-Cpn inhibitor 2.5%, Nrf2 block -18.5%, A549 viability 0.0%, HepG2 tox 0.8%, ATXN viability inactive, CCT modulator 0.8, Akt phos inh inactive and TGFb SMAD3 inh 0.4%.

Later entries.
`COc1ccc(/C=C2/C(=O)ON=C2c2ccccc2)cc1OC` gave Nrf2 activator -0.1%, Mm-Cpn inhibitor 0.1%, Nrf2 block 6.5%, A549 viability -12.7%, HepG2 tox -71.2%, ATXN viability inconclusive, CCT modulator -1.5, Akt phos inh inactive and TGFb SMAD3 inh inconclusive.
`COc1ccccc1NC(=S)NN=C(C)c1ccccn1` gave Nrf2 activator -0.3%, Nrf2 block 1.16µM*, A549 viability -17.8%, HepG2 tox -17.4%, ATXN viability inconclusive, CCT modulator -2.4, Akt phos inh inactive and TGFb SMAD3 inh inconclusive.
Screening Cc1ccc(/C=N/Nc2nc(Cl)c(Cl)cc2Cl)s1 returned Nrf2 activator 22.9%, Mm-Cpn inhibitor -3.1%, Nrf2 block inconclusive, A549 viability -9.0%, HepG2 tox 2.6%, ATXN viability inactive, CCT modulator -2.1, Akt phos inh inactive and TGFb SMAD3 inh 26.7%.
For COc1ccc(Cl)cc1-n1c(C)cc(C(=O)O)c1C the results were Nrf2 activator -1.2%, Mm-Cpn inhibitor -0.5%, Nrf2 block -17.6%, A549 viability 8.8%, HepG2 tox -9.1%, ATXN viability inactive, CCT modulator -0.9, Akt phos inh inactive and TGFb SMAD3 inh inconclusive.
For c1ccc(-c2csc(Nc3ccc4c(c3)OCO4)n2)cc1 the results were Nrf2 activator 8.3%, HepG2 tox -55.3%, ATXN viability inactive, CCT modulator -0.6, Akt phos inh inactive and TGFb SMAD3 inh inconclusive.
Screening C/C(=N\N1CCN(Cc2ccc(Cl)cc2)CC1)c1ccc(F)cc1 returned Nrf2 activator -0.5%, Mm-Cpn inhibitor 0.8%, Nrf2 block -17.2%, A549 viability -1.7%, HepG2 tox -25.5%, ATXN viability inactive, CCT modulator 2.3, Akt phos inh inactive and TGFb SMAD3 inh inconclusive.
`COc1cc(C2=CN(Cc3ccccc3)CCC2=O)cc(OC)c1OC` gave Nrf2 activator 6.2%, Mm-Cpn inhibitor -1.4%, Nrf2 block 1.3%, A549 viability -1.7%, HepG2 tox 18.2%, ATXN viability inactive, CCT modulator -3.9, Akt phos inh inactive and TGFb SMAD3 inh 7.2%.
Screening CCOC(=O)C1(Cc2ccccc2Cl)CCN(Cc2csc(C(C)=O)c2)CC1 returned Nrf2 activator 0.3%, Mm-Cpn inhibitor -0.8%, Nrf2 block -7.4%, A549 viability 9.0%, HepG2 tox -15.4%, ATXN viability inactive, CCT modulator -0.5, Akt phos inh inactive and TGFb SMAD3 inh 6.4%.
CCn1c(SCC(=O)N2CCc3ccccc32)nnc1-c1c[nH]c2ccccc12 was read as Nrf2 activator -0.1%, Mm-Cpn inhibitor -0.8%, Nrf2 block inconclusive, A549 viability -12.9%, HepG2 tox -28.7%, ATXN viability inactive, CCT modulator -2.7, Akt phos inh inactive and TGFb SMAD3 inh -6.5%.
For CCN(CC)C(=O)c1[nH]cnc1C(=O)Nc1ccc(Cl)cc1 the results were Nrf2 activator 0.6%, Mm-Cpn inhibitor -0.4%, Nrf2 block -20.1%, A549 viability -4.0%, HepG2 tox -16.3%, ATXN viability inactive, CCT modulator 1.2, Akt phos inh inactive and TGFb SMAD3 inh 6.9%.
For O=C(NCc1ccco1)C1CC(=O)N(c2ccc(Cl)cc2)C1 (stereo unspecified) the results were Nrf2 activator 6.0%, Mm-Cpn inhibitor 1.6%, Nrf2 block 7.9%, A549 viability 6.6%, HepG2 tox 2.4%, ATXN viability inactive, CCT modulator 1.9, Akt phos inh inactive and TGFb SMAD3 inh 0.0%.
For CC(=O)N1CCC(=NNS(=O)(=O)c2ccc(C)c([N+](=O)[O-])c2)CC1 the results were Nrf2 activator -0.7%, Mm-Cpn inhibitor -1.6%, Nrf2 block 2.5%, A549 viability inconclusive, HepG2 tox 6.9%, ATXN viability inactive, CCT modulator -0.6, Akt phos inh inactive and TGFb SMAD3 inh 16.1%.
Screening COc1cccc(CNC(=O)Cc2nc3nc(C)cc(C)n3n2)c1 returned Nrf2 activator -0.9%, Mm-Cpn inhibitor 1.8%, Nrf2 block 4.1%, A549 viability 4.2%, HepG2 tox 27.3%, ATXN viability inactive, CCT modulator -1.8, Akt phos inh inactive and TGFb SMAD3 inh 34.8%.
`O=[N+]([O-])c1ccc(N2CCN(c3ccc(Cl)nn3)CC2)cc1NC1CC1` gave Nrf2 activator -0.5%, Nrf2 block 7.4%, A549 viability 2.2%, HepG2 tox -0.3%, ATXN viability inactive, CCT modulator 0.6, Akt phos inh inactive and TGFb SMAD3 inh -8.9%.
`COc1ccc(C(=O)Nc2ccccc2C(=O)N/N=C/c2ccco2)cc1` gave Nrf2 activator inconclusive, Mm-Cpn inhibitor 3.2%, Nrf2 block 7.3%, A549 viability -0.7%, HepG2 tox -67.4%, ATXN viability inconclusive, CCT modulator 1.4, Akt phos inh inactive and TGFb SMAD3 inh -6.1%.
For C=CCn1c(-c2ccoc2C)n[nH]c1=S the results were Nrf2 activator -0.1%, Mm-Cpn inhibitor 0.1%, A549 viability 6.5%, HepG2 tox -20.2%, ATXN viability inactive, CCT modulator -4.5, Akt phos inh inactive and TGFb SMAD3 inh 5.5%.
